Bioassay records: PubChem, several laboratories
GPR35 arrestin U2OS – GPR35 antagonists blocking zaprinast-driven arrestin recruitment, primary screen, imaging, U2OS, beta-arrestin-GFP, zaprinast agonist (AID 2058); G-protein coupled receptor 35 (Homo sapiens); U2OS GPR35 beta-arrestin-GFP translocation imaging, zaprinast antagonism; higher % means a stronger effect; one-dose inhibition, % at 10 µM; IC50 in µM for titrated hits; actives 0.052% (n = 290,000);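 active means inhibition of at least 50% with at least 30 cells and total cytoplasm GFP at most 10,000,000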
RSV CPE inhibition – RSV antiviral activity via CPE protection, HEp-2 cells, primary 10 µM value included (AID 2391); actives 0.13% (n = 310,000); HEp-2 cells, RSV-induced CPE inhibition; higher % means a stronger effect; CPE inhibition, % at 10 µM; hits with a dose series show IC50 in µM; in the data active means a potency from the dose series; further: strong numbers were not always called active
NTR1 ag – agonists of NTR1, primary screen, imaging, U2OS cells, beta-arrestin-GFP, high content (AID 493036); Neurotensin receptor type 1 (Homo sapiens), P30989; NTR1-U2OS beta-arrestin-GFP spot imaging, agonist mode; activation, % at 20 µM; actives 0.17% (n = 330,000);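 active means activation at or above 40% of the spot to cytoplasm intensity ratio, with at least 20 cells analyzed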;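 further: 0% = DMSO without peptide and 100% = 100 nM NTR1 peptide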
Target sequence (P30989 whole entry, looked up): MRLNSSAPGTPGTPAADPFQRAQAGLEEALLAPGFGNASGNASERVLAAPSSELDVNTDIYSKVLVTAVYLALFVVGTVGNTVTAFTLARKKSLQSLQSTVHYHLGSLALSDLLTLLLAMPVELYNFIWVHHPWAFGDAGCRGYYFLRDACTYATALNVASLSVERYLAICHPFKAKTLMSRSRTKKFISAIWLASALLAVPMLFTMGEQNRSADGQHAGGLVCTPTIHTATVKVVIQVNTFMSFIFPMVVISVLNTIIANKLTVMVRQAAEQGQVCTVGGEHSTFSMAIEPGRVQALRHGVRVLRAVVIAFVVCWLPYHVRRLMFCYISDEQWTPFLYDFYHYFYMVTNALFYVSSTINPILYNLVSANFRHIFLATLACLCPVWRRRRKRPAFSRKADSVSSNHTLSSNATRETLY
WT yeast gro inh – growth inhibition of WT strain, primary screen, mitochondrial fusion inhibitor project, WT and mutant strains, chemical genetic; inhibition, % at 10 µM; actives 2.1% (n = 190,000); AID 1362, 2008; mitochondrial fusion phenotypic screen; in the data active means inhibition above about 58%; tested in S. cerevisiae
AID2073 – inhibitors of Mint1-CaV2.2 protein interaction, biochemical, HTRF (AID 2073); Voltage-dependent N-type calcium channel subunit alpha-1B (Homo sapiens); HTRF protein-protein interaction, Mint1-CaV2.2; higher % means a stronger effect; inhibition, % at 20 µM, or IC50 in µM where a hit was titrated; actives 0.19% (n = 290,000); in the data active means inhibition mostly above about 51%, no sharp cut-off; further: some results filed as inactive read as strong as hits
UTI89 phage lysis – inhibition of K1F phage lysis, E. coli UTI89, bacterial capsule biogenesis inhibitors, alamar blue (AID 488966); actives 0.02% (n = 340,000); E. coli UTI89 K1F phage lysis, alamar blue, 2 h; higher % means a stronger effect; one-dose inhibition, % at 100 µM; IC50 in µM for titrated hits;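 active means phage lysis inhibition, versus mean bacterial control, above a set limit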;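 further: capsule biogenesis inhibitors block K1F phage lysis so surviving cells raise fluorescence; higher fluorescence means more inhibition of phage lysis; actives were called in the ten point dose series up to 300 µM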
Autophagy mod – autophagy modulators in MEF cells, primary screen, imaging, high-content, MEF GFP-LC3; MEF GFP-LC3 puncta imaging; test concentration mostly 10 µM; calls only at 10 µM (by protocol); actives 0.98% (n = 190,000); AID 463193, 2010;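 active means percentage of spot-positive cells more than 3 SD above its plate mean, without a fluorescence outlier flag or 80% toxicity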;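 further: spot-positive cell cutoff set from DMSO-treated cells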
Dengue-2 NS5 capping – Dengue-2 NS5 methyltransferase inhibitors, primary screen, biochemical, confirmation dose response (AID 588689) | Dengue-2 NS5 methyltransferase capping enzyme assay, biochemical; higher % means a stronger effect | actives 0.3% (n = 340,000) | Genome polyprotein (Dengue virus type 2 (strain 16681-PDK53)) | inhibition, % at 25 µM, or IC50 in µM where a hit was titrated; in the data active means a potency from the dose series
LYP inhibition – inhibitors of LYP phosphatase, biochemical, fluorescence intensity, uHTS (AID 1779). Tyrosine-protein phosphatase non-receptor type 22 (Homo sapiens). actives 0.054% (n = 290,000). one-dose inhibition, % at 11.5 µM; IC50 in µM for titrated hits. recombinant LYP phosphatase, fluorescence intensity; higher % means a stronger effect; in the data active means inhibition above about 50%;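 further: plate controls were vehicle with enzyme for no effect and no enzyme for full effect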
WT yeast gro inh mutant strain – further read-out of WT yeast gro inh, marked with its call; inhibition, %; mitochondrial fusion phenotypic screen, mutant strain inhibition
Autophagy mod cell loss 18 h – recorded beside Autophagy mod, whose call it bears; toxicity, %; measured here: cell loss, nuclei count;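 cell loss after 18 h compound exposure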
NTR1 ag cell count 20 µM – second read-out of NTR1 ag, no call of its own (marks repeat the call); cell count; measured here: cell count, cytotoxicity flag
Dengue-2 NS5 capping pilot replicate – second read-out of Dengue-2 NS5 capping, no call of its own (marks repeat the call); inhibition, %; measured here: pilot screen replicate inhibition
Numbers without * were called inactive; [ ] = dose if it differs, or a comment.

CC(C)Cn1c(CCC(=O)O)ccc1-c1cccs1 was read as GPR35 arrestin U2OS -6%, RSV CPE inhibition -0.2%, NTR1 ag -0.5, WT yeast gro inh 34, AID2073 19%, UTI89 phage lysis 0.1%, Autophagy mod inactive, Dengue-2 NS5 capping 3%, LYP inhibition -6%, WT yeast gro inh mutant strain 15, Autophagy mod cell loss 18 h -10 and NTR1 ag cell count 20 µM 50.
For Clc1ccc(OCc2nn3c(C4CCCCC4)nnc3s2)c(Cl)c1 the results were GPR35 arrestin U2OS 26%, RSV CPE inhibition 4.9%, NTR1 ag 4.7, WT yeast gro inh 26, AID2073 -2%, UTI89 phage lysis 0.5%, Autophagy mod inactive, Dengue-2 NS5 capping -3%, LYP inhibition 4%, WT yeast gro inh mutant strain 27, Autophagy mod cell loss 18 h 6, NTR1 ag cell count 20 µM 66 and Dengue-2 NS5 capping pilot replicate -7.0.
COC(=O)CCC(=O)Nc1cc(S(=O)(=O)Nc2ccc(Cl)cc2)ccc1N1CCOCC1 was read as GPR35 arrestin U2OS 4%, RSV CPE inhibition 2.0%, NTR1 ag -0.1, WT yeast gro inh 14, AID2073 -13%, UTI89 phage lysis 2.4%, Autophagy mod inactive, Dengue-2 NS5 capping -7%, LYP inhibition -3%, WT yeast gro inh mutant strain -5, Autophagy mod cell loss 18 h 6 and NTR1 ag cell count 20 µM 71.
Screening CCc1ccc(C(=O)COC(=O)c2ccco2)cc1 returned GPR35 arrestin U2OS 4%, RSV CPE inhibition 2.7%, NTR1 ag 1.6, AID2073 9%, UTI89 phage lysis 1.2%[50 µM], Dengue-2 NS5 capping -2%, LYP inhibition -9% and NTR1 ag cell count 20 µM 72.
Nc1nc(SCc2ccccc2Cl)nc2nc3c(cc12)CCCC3 was read as GPR35 arrestin U2OS -3%, RSV CPE inhibition 1.5%, NTR1 ag 9.5, WT yeast gro inh -2, AID2073 2%, UTI89 phage lysis 7.8%, Autophagy mod inactive, Dengue-2 NS5 capping -10%, LYP inhibition 6%, WT yeast gro inh mutant strain -2, Autophagy mod cell loss 18 h -28 and NTR1 ag cell count 20 µM 64.
For CCN(CC)C(=O)C1CCCN(Cc2ccccc2)C1 (stereo not given) the results were GPR35 arrestin U2OS 4%, RSV CPE inhibition -1.6%, NTR1 ag 2.0, WT yeast gro inh 3, AID2073 23%, UTI89 phage lysis 2.6%, Autophagy mod inactive, Dengue-2 NS5 capping -5%, LYP inhibition -11%, WT yeast gro inh mutant strain 11, Autophagy mod cell loss 18 h -39 and NTR1 ag cell count 20 µM 36.
Screening COc1ccc(Cc2nc(C(=O)NCc3ccccc3OC)cs2)cc1 returned GPR35 arrestin U2OS 12%, RSV CPE inhibition 2.3%, NTR1 ag -0.3, WT yeast gro inh 4, AID2073 -2%, UTI89 phage lysis 0.3%, Autophagy mod inactive, Dengue-2 NS5 capping -6%, LYP inhibition -4%, WT yeast gro inh mutant strain -2, Autophagy mod cell loss 18 h 2 and NTR1 ag cell count 20 µM 55.
`Cc1nnc(C)c2c(C)n(-c3ccccc3N)c(C)c12` gave GPR35 arrestin U2OS -4%, RSV CPE inhibition -1.9%, NTR1 ag 1.0, WT yeast gro inh -2, AID2073 31%, UTI89 phage lysis -0.7%, Autophagy mod inactive, Dengue-2 NS5 capping 23%, LYP inhibition -6%, WT yeast gro inh mutant strain -1, Autophagy mod cell loss 18 h -14 and NTR1 ag cell count 20 µM 27.
Screening COC(=O)N1CCN(S(=O)(=O)c2ccc(F)cc2)CC1 returned GPR35 arrestin U2OS -2%, RSV CPE inhibition -0.1%, NTR1 ag 0.3, WT yeast gro inh -10, AID2073 -1%, UTI89 phage lysis -1.0%, Autophagy mod inactive, Dengue-2 NS5 capping -8%, LYP inhibition -6%, WT yeast gro inh mutant strain -2, Autophagy mod cell loss 18 h -1 and NTR1 ag cell count 20 µM 62.
CCCC(=O)Nc1cc(C(=O)O)ccc1Sc1ccccc1 was read as GPR35 arrestin U2OS 1%, RSV CPE inhibition -0.5%, NTR1 ag 3.6, WT yeast gro inh 14, AID2073 6%, UTI89 phage lysis 0.8%, Autophagy mod inactive, Dengue-2 NS5 capping 2%, LYP inhibition -4%, WT yeast gro inh mutant strain -11, Autophagy mod cell loss 18 h -2 and NTR1 ag cell count 20 µM 38.
`CC(C)C(OC(=O)c1ccco1)C(=O)NCc1ccc2c(c1)OCO2` (stereo not given) gave GPR35 arrestin U2OS 1%, RSV CPE inhibition -0.3%, NTR1 ag 0.1, AID2073 0%, UTI89 phage lysis 0.1%, Dengue-2 NS5 capping -1%, LYP inhibition -3% and NTR1 ag cell count 20 µM 60.
For CCN(CC(=O)NCc1ccc(Cl)cc1)C(=O)/C=C/c1ccccc1 the results were GPR35 arrestin U2OS 0%, RSV CPE inhibition 5.9%, NTR1 ag -0.4, AID2073 7%, UTI89 phage lysis 0.1%, Dengue-2 NS5 capping 2%, LYP inhibition -4% and NTR1 ag cell count 20 µM 54.
`CCCCn1c(C)nc2cc(S(=O)(=O)N3CCOCC3)ccc21` gave RSV CPE inhibition 1.0%, NTR1 ag -0.8, UTI89 phage lysis 0.2%[50 µM], Dengue-2 NS5 capping -7% and NTR1 ag cell count 20 µM 60.
CC(C)(C)NS(=O)(=O)c1cc2c3c(c1)CCN3C(=O)CC2 was read as GPR35 arrestin U2OS -8%, RSV CPE inhibition -0.5%, NTR1 ag -0.6, AID2073 1%, UTI89 phage lysis 0.1%, Dengue-2 NS5 capping 3%, LYP inhibition -12% and NTR1 ag cell count 20 µM 56.
For CC(C)N(C(=O)CSc1nn2c(=O)c(C(C)(C)C)nnc2s1)c1ccccc1 the results were GPR35 arrestin U2OS -2%, RSV CPE inhibition -1.8%, NTR1 ag 4.7, WT yeast gro inh 6, AID2073 -8%, UTI89 phage lysis 1.0%, Autophagy mod inactive, Dengue-2 NS5 capping 4%, LYP inhibition 5%, WT yeast gro inh mutant strain -4, Autophagy mod cell loss 18 h 5 and NTR1 ag cell count 20 µM 39.
`CCN(C(=O)COC(=O)CC1CCCCC1)c1c(N)n(Cc2ccccc2)c(=O)[nH]c1=O` gave RSV CPE inhibition 1.3%, NTR1 ag -2.2, UTI89 phage lysis 0.3%[50 µM], Dengue-2 NS5 capping 1% and NTR1 ag cell count 20 µM 55.
COc1cc(C(=S)N2CCN(C(c3ccccc3)c3ccccc3)CC2)cc(OC)c1O was read as GPR35 arrestin U2OS -3%, RSV CPE inhibition 19%, NTR1 ag 5.5, AID2073 4%, UTI89 phage lysis 0.1%, Dengue-2 NS5 capping 5%, LYP inhibition -9% and NTR1 ag cell count 20 µM 62.
For COC(=O)c1c(NC(=O)c2ccc(S(=O)(=O)N3CCOCC3)cc2)sc2c1CCN(C(C)C)C2 the results were GPR35 arrestin U2OS 12%, RSV CPE inhibition -1.4%, NTR1 ag 0.6, AID2073 -7%, UTI89 phage lysis 0.0%, Dengue-2 NS5 capping -16%, LYP inhibition -8% and NTR1 ag cell count 20 µM 52.
Screening O=C(O)Cc1ccc(NC(=O)c2ccc(NC(=O)c3ccco3)cc2)cc1 returned GPR35 arrestin U2OS 16%, RSV CPE inhibition 0.3%, NTR1 ag -1.5, WT yeast gro inh 6, AID2073 3%, UTI89 phage lysis 1.6%, Autophagy mod inactive, Dengue-2 NS5 capping -4%, LYP inhibition -6%, WT yeast gro inh mutant strain 0, Autophagy mod cell loss 18 h -1 and NTR1 ag cell count 20 µM 60.
`C=CCn1c(SCC(=O)Nc2c(C)n(C)n(-c3ccccc3)c2=O)nc2sc(C)c(-c3ccccc3)c2c1=O` gave GPR35 arrestin U2OS 17%, RSV CPE inhibition -0.4%, NTR1 ag -6.2, WT yeast gro inh 19, AID2073 5%, UTI89 phage lysis 0.3%, Autophagy mod inactive, Dengue-2 NS5 capping 0%, LYP inhibition 1%, WT yeast gro inh mutant strain -9, Autophagy mod cell loss 18 h -1 and NTR1 ag cell count 20 µM 96.
`Cc1nn2c(=O)c3c4c(sc3nc2n1-c1ccccc1)COC(C)(C)C4` gave GPR35 arrestin U2OS 5%, RSV CPE inhibition 1.4%, NTR1 ag 3.1, AID2073 11%, LYP inhibition 0% and NTR1 ag cell count 20 µM 57.
Screening O=C(NCc1ccccn1)NC1CCCCC1 returned GPR35 arrestin U2OS -15%, RSV CPE inhibition 2.1%, NTR1 ag 0.7, WT yeast gro inh -15, AID2073 -17%, UTI89 phage lysis 3.7%, Autophagy mod inactive, Dengue-2 NS5 capping -8%, LYP inhibition -4%, WT yeast gro inh mutant strain -26, Autophagy mod cell loss 18 h 2 and NTR1 ag cell count 20 µM 44.
COc1ccc(Cn2nnnc2C(c2cc(OC)ccc2OC)N2CCC(C(N)=O)CC2)cc1 (stereo not given) was read as GPR35 arrestin U2OS 18%, RSV CPE inhibition 1.0%, NTR1 ag 1.0, WT yeast gro inh 11, AID2073 0%, UTI89 phage lysis 0.3%, Autophagy mod inactive, Dengue-2 NS5 capping -8%, LYP inhibition -5%, WT yeast gro inh mutant strain 3, Autophagy mod cell loss 18 h -5 and NTR1 ag cell count 20 µM 76.
For Cc1[nH]c2ccccc2c1C(=O)CSc1nc2ccccc2c(=O)n1CCCN1CCOCC1 the results were GPR35 arrestin U2OS -16%, RSV CPE inhibition -3.4%, NTR1 ag 5.3, WT yeast gro inh -6, AID2073 -11%, UTI89 phage lysis -0.6%, Autophagy mod inactive, Dengue-2 NS5 capping 1%, LYP inhibition -9%, WT yeast gro inh mutant strain 4, Autophagy mod cell loss 18 h -8 and NTR1 ag cell count 20 µM 44.

Part of the list above in order of formula weight, low to high.
COc1cc(C(=S)N2CCN(C(c3ccccc3)c3ccccc3)CC2)cc(OC)c1O was read as GPR35 arrestin U2OS -3%, RSV CPE inhibition 19%, NTR1 ag 5.5, AID2073 4%, UTI89 phage lysis 0.1%, Dengue-2 NS5 capping 5%, LYP inhibition -9% and NTR1 ag cell count 20 µM 62.
For COC(=O)c1c(NC(=O)c2ccc(S(=O)(=O)N3CCOCC3)cc2)sc2c1CCN(C(C)C)C2 the results were GPR35 arrestin U2OS 12%, RSV CPE inhibition -1.4%, NTR1 ag 0.6, AID2073 -7%, UTI89 phage lysis 0.0%, Dengue-2 NS5 capping -16%, LYP inhibition -8% and NTR1 ag cell count 20 µM 52.
`C=CCn1c(SCC(=O)Nc2c(C)n(C)n(-c3ccccc3)c2=O)nc2sc(C)c(-c3ccccc3)c2c1=O` gave GPR35 arrestin U2OS 17%, RSV CPE inhibition -0.4%, NTR1 ag -6.2, WT yeast gro inh 19, AID2073 5%, UTI89 phage lysis 0.3%, Autophagy mod inactive, Dengue-2 NS5 capping 0%, LYP inhibition 1%, WT yeast gro inh mutant strain -9, Autophagy mod cell loss 18 h -1 and NTR1 ag cell count 20 µM 96.
